Source: PubChem
Abeta rescue: qHTS for compounds that reverse cellular toxicity of Amyloid beta (A-beta) peptide in yeast: Primary Screen; yeast expressing A-beta42, growth rescue, OD600, 48 h; response scale: 0% DMSO, 100% iron-clioquinol control; Potency, µM (titrated, usually from 46.1 µM), for the others: top-dose growth rescue, usual class: activators; 410,000 tested, 0.063% active; AID 1347071, 2019; further: nearly all actives have a fitted effect of over 55% in size
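Yeast growth medium received pinned compounds, then yeast cells expressing toxic A-beta were added; plates incubated at 30 C for 48 hr. Growth read as absorbance at 600 nm, normalized to DMSO and equimolar FeCl3 plus clioquinol controls.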
FUS yeast rescue: qHTS for Suppressors of FUS Proteinopathy: Primary screen using FUS-linked yeast assay. S. cerevisiae FUS-expressing, growth rescue, OD600, 24 h. Potency, µM (series often up to 76.6 µM), inactives show top-dose growth rescue (activation), actives largely listed as activators. 390,000 tested, 0.24% active. AID 1347120, 2019;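 further: plate controls were DMSO vehicle for no effect and reference control for full effect; nearly all actives have a fitted effect of over 55% in size; some results filed as inactive show a strong effect at the top dose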
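Quantitative HTS measuring growth restoration of FUS-toxic yeast. Galactose-induced cells (OD 0.005) were exposed 24hr at 30C to compounds at several concentrations, then absorbance at 600 nm was recorded.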
Starred values were filed as active, the others as inactive; ? = inconclusive; [ ] = dose if it differs, or a comment. The call rests on the fitted dose curve; in most records, active means well fitted activation curve with a large enough effect; inconclusive means small, poorly fitted or top-dose-only effect; inactive means no such curve, though single readings can be large or run the other way. Potency means the concentration at half of the fitted maximal effect. Some of the compounds tested; rates above refer to the full screens.

Results follow in this order: FUS yeast rescue	Abeta rescue
COc1ccc(Cn2c(SCc3ccc(C(=O)NC(C)C)cc3)nc3cccnc32)cc1
  -6%	-13%
O=C(NCCc1ccc(Cl)cc1)c1ccc(CS(=O)(=O)c2ccc(Cl)cc2)o1
  ?	-22%
CC(=O)c1cccc(NC(=O)C2CCN(S(=O)(=O)c3ccc4[nH]c(=O)ccc4c3)CC2)c1
  -6%	-11%
O=C(NCCC1=CCCCC1)c1ccc2c(c1)N(Cc1cccc(Cl)c1)C(=O)c1ccccc1S2(=O)=O
  34%	1%
COc1ccc(C(=O)NCC(c2ccc(N(C)C)cc2)N2CCOCC2)cc1 (centres undefined)
  23%	0%
Cc1nnc(SCc2cc(=O)n3cccc(C)c3n2)s1
  -9%	-18%
COc1cccc(-n2c(=O)c3sccc3n(Cc3cc(=O)n4cc(Cl)ccc4n3)c2=O)c1
  9%	6%
Cc1ccccc1C(=O)n1nc(-c2cccnc2)nc1NCc1ccccc1
  ?	-1%
Cc1cccc(C)c1NC(=O)Cn1c(=O)n(Cc2ccc(C(=O)NCc3ccco3)cc2)c(=O)c2sccc21
  ?	-12%
Cc1cccc(Cn2c(SCc3ccc(C(=O)NC4CCCC4)cc3)nc3ccncc32)c1
  7%	12%
COc1ccc(OC)c(CNC(=O)Cn2nc(C)c3nn(-c4ccc(Cl)cc4)c(C)c3c2=O)c1
  0%	3%
Cc1ccc(S(=O)(=O)N(CCc2ccccc2)CC(=O)Nc2ccc(Br)cc2)cc1
  21%	-4%
Cc1ccc(F)cc1NC(=O)CCSc1nc(-c2ccco2)cc(C(F)(F)F)n1
  9%	-4%
COc1ccc(CCC(=O)NCc2ccc3c(c2)CCN3C(=O)c2ccccc2)cc1
  -9%	12%
Cc1ccc(CNC(=O)C2CCCN(S(=O)(=O)c3ccc4c(c3)oc(=O)n4C)C2)cc1 (centres undefined)
  -6%	-15%
Cc1cccc(NC(=O)c2c(C)cc(C)nc2SCC(=O)c2ccccc2)c1
  40%	11%
NC(=O)c1cc(S(=O)(=O)NCC2CCC(C(=O)Nc3cccc(Cl)c3)CC2)cs1 (centres undefined)
  8%	-13%
Cc1ccc(-n2ncc3c(NCCCN4CCOCC4)ncnc32)cc1
  0%	-17%
CCOCCCNC(=O)C(c1ccc(Cl)cc1)N(Cc1cccs1)C(=O)c1ccc(NC(C)=O)cc1 (centres undefined)
  37%	-5%
Cc1nnc2c(N3CCN(c4ccccc4)CC3)nc3ccc(C(=O)c4ccccc4)cc3n12
  -15%	-5%
COc1cc2c(cc1OC)C(COc1ccc(F)cc1)N(C(=O)c1ccccc1F)CC2 (centres undefined)
  ?	-9%
COC(=O)c1cc(Nc2nc3ccccc3nc2NS(=O)(=O)c2ccc(C)cc2)ccc1Cl
  -18%	1%
Cc1ccc(Sc2c(C)nn(-c3ccccc3)c2OC(=O)C(C)(C)C)cc1
  20%	-7%
O=C(CSc1ccc(-c2cccs2)nn1)Nc1cccc(F)c1
  6%	-2%
Oc1c(C(c2ccc(Cl)cc2)N2CCC3(CC2)OCCO3)sc2nc(-c3ccco3)nn12 (centres undefined)
  ?	-4%
COc1cc(NC(=O)c2cc3c(=O)oc4ccc(C)cc4c3s2)cc(OC)c1OC
  -23%	-3%
CCOc1ccc(NC(=O)C(=O)NCCc2ccccc2)cc1
  33%	-4%
Cc1cccn2c(=O)cc(COc3ccc(NC(=O)COc4ccc(F)cc4)cc3)nc12
  13%	5%
NC(=O)CN1C(=O)C2(SCC(=O)N2c2cccc(F)c2)c2ccccc21 (centres undefined)
  -1%	1%
CCOC(=O)c1ccccc1NC(=O)c1cc2c(s1)-c1c(C)cccc1OC2
  0%	-5%
CCSc1nnc2c(n1)OC(c1cc(OC)c(OC)c(OC)c1)Nc1ccccc1-2 (centres undefined)
  4%	-2%
O=C(CSc1nnc(CNC(=O)c2ccccc2)n1-c1cccc(Cl)c1)Nc1ccccc1F
  1%	-10%
CN(C(=O)CSc1nnc(-c2ccc([N+](=O)[O-])cc2)o1)c1ccccc1
  4%	-11%
Cc1ccc(NC(=O)c2ccc(-c3ccccc3)s2)cc1
  -12%	7%
Cc1cc(C)cc(-n2c(C)nc3cc(C(=O)NCc4ccc(F)cc4)ccc32)c1
  39%	4%
O=C(NCc1ccc(Cl)cc1Cl)c1cccc(N2CCCS2(=O)=O)c1
  0%	-11%
COc1ccccc1C(=O)Nc1c(C(=O)Nc2cc(Cl)ccc2C)sc2nc(C)cc(C)c12
  -22%	-2%
Cc1nc2nc(SCc3ccc(F)cc3Cl)nn2c(C)c1Cc1ccccc1
  31%	4%
COc1ccc(-c2cc(C(F)(F)F)nc(SCCC(=O)Nc3cccc(O)c3)n2)cc1
  -9%	0%
CCCCn1cc(S(=O)(=O)c2ccc(OC)cc2)c(=O)c2cc(CC)ccc21
  15%	-10%
COc1ccc(C(=O)NCCn2cc(SCC(=O)Nc3ccc4c(c3)OCCO4)c3ccccc32)cc1
  ?	-4%
O=C(c1ccc(F)cc1F)N1CCC(c2noc(-c3ccc(S(=O)(=O)N4CCCC4)cc3)n2)CC1
  -4%	-22%
COC(=O)c1ccc([C@H]2Nc3ccc(S(=O)(=O)Nc4ccc(F)cc4)cc3[C@H]3C=CC[C@H]32)cc1
  ?	-5%
O=C(c1ccc(F)cc1)n1nc(-c2ccccc2)nc1NCc1ccc(F)cc1
  15%	-4%
CCOc1ccccc1NC(=O)Cn1c2ncccc2c(=O)n1-c1ccc(C)c(C)c1
  -8%	-9%
c1ccc(Nc2c(-c3c[nH]c4ccccc34)nc3ccccn23)cc1
  4%	1%
CC(Oc1ccccc1)C(=O)Nc1nc2ccc(S(N)(=O)=O)cc2s1 (centres undefined)
  10%	6%
CCCCn1c(=NC(=O)C(C)(C)Oc2ccc(Cl)cc2)c(C(=O)OCC)cc2c(=O)n3ccccc3nc21
  3%	-7%
CC(C)Cn1cc(NC(=O)N2CCN(c3cccc(Cl)c3)CC2)c2ccccc2c1=O
  35%	-13%
CCN(CC)C(=O)Nc1ccc2c(c1)N(Cc1ccccc1)C(=O)c1ccccc1S2
  16%	-3%

(cont.)
Results follow in this order: FUS yeast rescue	Abeta rescue
COc1ccc(NC(=O)CSc2nncn3c2cc2occc23)c(OC)c1
  -6%	1%
Cc1ccccc1CNC(=O)c1sc2ncnc(N(C)C3CCCCC3)c2c1C
  ?	15%
CCN(CC)CCNC(=O)C1CCCN(c2ncnc3onc(C)c23)C1 (centres undefined)
  -17%	-2%
Cc1ccccc1OCC(=O)Nc1nnc(S(=O)(=O)N(C)c2ccccc2)s1
  5%	4%
COc1cccc(Oc2nc3c(c(=O)n(Cc4ccccc4F)c(=O)n3C)n2C)c1
  -1%	-8%
Cc1ccc(/C=C/c2onc(C)c2S(=O)(=O)N2CCC(C(=O)Nc3cc(F)ccc3F)CC2)cc1
  5%	-3%
O=C(Cn1c(-c2cccs2)cc2cc(F)ccc21)N1CCN(c2ccccc2)CC1
  -9%	-5%
CC(=O)c1ccc(N2CCN(C(=O)C3CCN(S(=O)(=O)c4ccc(Br)s4)CC3)CC2)cc1
  -7%	-12%
CC(=O)N1c2ccc(S(=O)(=O)NCCC(=O)Nc3ccc(Br)c(C)c3)cc2CC1C (centres undefined)
  24%	20%
O=C(Cn1cc(S(=O)(=O)N2CCCC2)c(S(=O)(=O)N2CCCC2)c1)Nc1ccccc1
  9%	9%
Cc1ccc2c(c1)cc1c(=O)n(CC(=O)NC3CCCCC3)nc(C)n12
  -13%	-12%
O=C(OCc1ccccc1Cl)c1ccc(-c2nnn(Cc3ccccc3)n2)cc1
  -12%	-5%
Cc1ccc(S(=O)(=O)C(CNC(=O)COc2ccc(Cl)cc2)c2ccco2)cc1 (centres undefined)
  32%	-7%
COc1ccc2c(CNCc3cccs3)c(C(=O)O)n(Cc3ccc(C)cc3)c2c1
  8%	-13%
Cn1c(=O)c2c(nc(Oc3ccc(F)cc3)n2Cc2ccc(F)cc2)n(C)c1=O
  -19%	-11%
CCOc1ccc(-c2csc(/C(C#N)=C/c3ccc(Br)cc3)n2)cc1
  -18%	-15%
CC(C)Cc1nn2c(=O)cc(COC(=O)c3ccc(NC(=O)c4cccs4)cc3)nc2s1
  -1%	-20%
COc1ccc(NC(=O)CN2C(=O)C(=O)c3ccccc32)c(OC)c1
  -6%	-3%
O=C(c1cc2ccc3cccnc3c2[nH]1)N1CCN(c2ccc(Cl)cc2)CC1
  -25%	-11%
CSc1ccccc1NC(=O)CCS(=O)(=O)c1nc(-c2ccc3c(c2)OCO3)cc(C(F)(F)F)n1
  43%	-1%
CC(C)CCNC(=O)CN1C(=O)COc2ccc(S(=O)(=O)N3CCOCC3)cc21
  -28%	-5%
O=C(Cn1c(=O)n(Cc2nc(-c3ccccc3)no2)c(=O)c2cc3c(cc21)OCO3)Nc1ccccc1
  -6%	-13%
Cc1ccc(S(=O)(=O)c2cnc(SCC(=O)Nc3ccccc3C(F)(F)F)[nH]c2=O)cc1C
  -17%	-16%
CCC(CC)C(=O)NC1CC(=O)N(c2ccc3c(c2)OCCO3)C1 (centres undefined)
  -7%	-6%
CC1=C(C(=O)Nc2ccccc2C)C(c2ccco2)n2ncnc2N1 (centres undefined)
  -10%	-4%
COc1ccccc1CNC(=O)c1cccc(NC(=O)N2CCSc3ncccc32)c1
  -1%	-4%
Cc1cccc(NC(=O)Nc2nnc(N(C)Cc3ccccc3)s2)c1
  -14%	-16%
COC(=O)c1ccc(NC(=O)c2cc(S(=O)(=O)N3CCc4ccccc43)cn2C)cc1
  -13%	-9%
CCOC(=O)CSC1=Nc2ccccc2C2=NC(CCC(=O)NCc3ccc(OC)cc3)C(=O)N12 (centres undefined)
  18%	-6%
Cc1ccc(CCNC(=O)c2oc(=O)c3ccccc3c2-c2ccc(C)cc2)cc1
  ?	-14%
Cc1noc(Cn2c(=O)c3cc4c(cc3n(CC(=O)Nc3cccc(Cl)c3)c2=O)OCO4)n1
  9%	9%
CN(C)c1ccc(NC(=O)CSC2=Nc3ccccc3C3=NC(CC(=O)NCc4ccc5c(c4)OCO5)C(=O)N23)cc1 (centres undefined)
  ?	-36%
CCc1ccc(N2CC(C)Cn3c2nc2c3c(=O)n(CC(=O)O)c(=O)n2C)cc1 (centres undefined)
  5%	-8%
CCOc1ccc(NC(=O)Cn2c(=O)n(Cc3nc(-c4ccccc4)no3)c(=O)c3ccccc32)cc1
  -30%	-6%
Cc1nnc(SCc2ccccc2)c2cc3sccc3n12
  ?	-37%[inhibitor]
COCCc1nn2c(=O)cc(COC(=O)COc3ccccc3C)nc2s1
  28%	?
O=C(Nc1cccc(Cl)c1)C(Cc1ccccc1)n1cccc1 (centres undefined)
  16%	11%
Cc1ccc(N2CCN(C(=O)c3ccc(Nc4nc5ccccc5n5nnnc45)cc3)CC2)c(C)c1
  -8%	5%
COCCNc1sc(S(=O)(=O)c2ccc(C)cc2)nc1S(=O)(=O)c1ccc(C)cc1
  13%	-2%
CCCCCOC(=O)CSc1ncnc2sc3c(c12)CCC(C)C3 (centres undefined)
  -19%	-12%

Full records, looked up by structure. Order of screens: FUS yeast rescue, Abeta rescue
Cc1nnc(SCc2ccccc2)c2cc3sccc3n12 is entered as ?, -37%[inhibitor]
Cc1noc(Cn2c(=O)c3cc4c(cc3n(CC(=O)Nc3cccc(Cl)c3)c2=O)OCO4)n1 is entered as 9%, 9%
Cc1ccc(N2CCN(C(=O)c3ccc(Nc4nc5ccccc5n5nnnc45)cc3)CC2)c(C)c1 is entered as -8%, 5%
COCCc1nn2c(=O)cc(COC(=O)COc3ccccc3C)nc2s1 is entered as 28%, ?

The listing continues:
Results follow in this order: FUS yeast rescue	Abeta rescue
CCOC(=O)CSc1nc2ccc(NC(=O)c3cccc(F)c3)cc2s1
  12%	-17%
CCOc1ccc(C(=O)Nc2cccc(-c3nc4cccnc4s3)c2C)cc1OCC
  -11%	3%
Cc1ccc(OCCSc2nc3ccccc3n2CC(=O)N2CCCCC2)c(C)c1
  ?	-18%
Cc1ccc(-n2ncc3c(=O)n(Cc4ccccc4C)cnc32)cc1C
  -11%	-17%
CCCCN(CC)C(=O)CSc1nc2n[nH]c(C)c2c(=N)n1-c1cccc(Cl)c1
  44%	-31%
CCOc1cccc(NC(=O)C2CC(=O)N(CC)C(=Nc3ccc(F)cc3)S2)c1 (centres undefined)
  24%	?
Cc1ccc(NC(=O)c2ccc(-c3cccc(Cl)c3C)o2)cc1
  5%	-7%
COc1cccc(CC(=O)Nc2ccc(-c3nc4ccccc4s3)cc2)c1
  14%	-10%
CCOC(=O)c1c(C)[nH]c(CCC(=O)NCCCN2CCN(c3cc(Cl)ccc3C)CC2)c1C
  31%	13%

Some values from the results shown:
`Cc1ccc(-n2ncc3c(=O)n(Cc4ccccc4C)cnc32)cc1C` – FUS yeast rescue: -11%
`CCOc1cccc(NC(=O)C2CC(=O)N(CC)C(=Nc3ccc(F)cc3)S2)c1` (centres undefined) – FUS yeast rescue: 24%
